FXIIa inh = human FXIIa protease inhibitors, primary screen, biochemical, 1536-well; purified FXIIa, Boc-QGR-AMC fluorogenic substrate, 2 h; inhibition, % at 5 µM; 0.3% of 220,000 active; AID 800, 2007; in the data active = inhibition above about 40%;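 note: 0% = enzyme with no compound and 100% = blank without enzyme; many of its hits are not listed in these tables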
Target sequence (P00748 20-372 limits assumed): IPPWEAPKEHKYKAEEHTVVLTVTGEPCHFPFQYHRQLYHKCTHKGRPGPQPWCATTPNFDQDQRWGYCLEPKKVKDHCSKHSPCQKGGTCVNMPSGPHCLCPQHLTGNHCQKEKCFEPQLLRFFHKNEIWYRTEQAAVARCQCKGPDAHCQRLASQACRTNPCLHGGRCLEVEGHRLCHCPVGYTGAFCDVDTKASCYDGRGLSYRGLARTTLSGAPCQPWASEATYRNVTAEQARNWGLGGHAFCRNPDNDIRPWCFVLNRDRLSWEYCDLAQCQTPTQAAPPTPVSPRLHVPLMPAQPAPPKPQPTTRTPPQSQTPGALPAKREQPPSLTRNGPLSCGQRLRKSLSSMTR
Target sequence (P00748 373-615 limits assumed): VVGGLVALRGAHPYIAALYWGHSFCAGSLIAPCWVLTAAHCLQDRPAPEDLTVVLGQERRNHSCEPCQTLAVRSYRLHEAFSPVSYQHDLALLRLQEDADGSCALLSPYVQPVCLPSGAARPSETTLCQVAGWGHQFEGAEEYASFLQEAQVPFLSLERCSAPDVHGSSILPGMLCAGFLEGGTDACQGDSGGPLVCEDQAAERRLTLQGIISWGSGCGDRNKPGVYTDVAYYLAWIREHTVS
thrombin 1536 = human alpha-thrombin inhibitors, primary screen, counter-screen for coagulation protease inhibitor project, biochemical, 1536-well, fluorogenic AMC substrate; Prothrombin (Homo sapiens), P00734; Boc-VPR-AMC fluorogenic substrate cleavage; inhibition, % at 5 µM; 0.26% of 220,000 active; AID 1046, 2008;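 active = inhibition at or above 40%; inactive = inhibition below 40%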;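 note: 0% = enzyme with no compound and 100% = wells without enzyme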
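Material: human alpha-thrombin enzyme / Medium: pH 7.5 Tris (50 mM) with NaCl 150 mM, Tween 20 0.05% / Compound: single-point dosing at 5 µM, 0.2% DMSO / Incubation: enzyme reaction carried out at room temperature / Detection: AMC fluorescence, 355/460 nm / Read-out basis: percent inhibition scaled between no-compound controls and no-enzyme blanks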
Rad51 HR inh = human RAD51 strand exchange inhibitors, primary screen, biochemical, fluorescence; DNA repair protein RAD51 homolog 1 (Homo sapiens), Q06609; 0.085% of 200,000 active; hRad51 DNA strand exchange, fluorescence dequenching; inhibition, % at 10 µM;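 active = inhibition above 40% at the single screening dose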;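 note: 0% = DMSO control wells and 100% = blanks with heterologous ssDNA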
Target sequence (Q06609 whole entry, looked up): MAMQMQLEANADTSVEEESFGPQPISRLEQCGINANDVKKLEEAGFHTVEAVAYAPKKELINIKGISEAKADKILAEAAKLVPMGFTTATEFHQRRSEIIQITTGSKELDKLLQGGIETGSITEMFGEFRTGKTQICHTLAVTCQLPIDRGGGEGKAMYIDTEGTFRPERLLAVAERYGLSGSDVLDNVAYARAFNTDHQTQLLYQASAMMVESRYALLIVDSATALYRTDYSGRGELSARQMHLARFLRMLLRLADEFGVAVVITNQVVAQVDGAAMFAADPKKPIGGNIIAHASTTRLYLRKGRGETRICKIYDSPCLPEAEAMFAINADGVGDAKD
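material = hRad51 filaments on single-stranded DNA | reagent = Donor/quencher-labelled 47-bp dsDNA substrate | compound = 10 µM final, single point | schedule = strand-exchange reaction 15 min at room temperature | measured by = fluorescein emission 520 nm, excitation 485 nm | read-out basis = % inhibition versus plate control and blank means | benchmarks = plate controls and plate blanks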
KCC2 mod = KCC2 cotransporter modulators, thallium flux, primary screen, cell-based, HEK293 KCC2, FluoZin-2 fluorescence, MLSMR; AID 1456, 2008; Solute carrier family 12 member 5 (Homo sapiens), Q9H2X9; KCC2 cells, thallium flux FluoZin-2 fluorescence; B-score of Tl+ flux slope (higher = more flux/activation; lower = inhibition) at 10 µM; 2.2% of 190,000 active;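 active = thallium flux slope and its plate-corrected score both differing from the plate sample mean at a set confidence after two filtering rounds, in either direction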;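 note: slope of fluorescence scaled to starting intensity during 10 to 20 s after thallium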
PERK inh = block of dimerizer-induced PERK translation repression, primary screen, PERK inhibitor project, CHO PERK-DD cells, SEAP luminescence, HTS; Eukaryotic translation initiation factor 2-alpha kinase 3 (Homo sapiens), Q9NZJ5; CHO PERK-DD fusion, SEAP luminescence translation reporter; inhibition, % at 5.6 µM; 0.17% of 220,000 active; AID 1416, 2008;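 active = inhibition above the mean inhibition of all tested compounds plus 3 SD, set separately per screening campaign, cut at about 2.9% in these data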;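 note: PERK kinase domain activated by AP20187 dimerizer at 100 nM; 0% = DMSO with dimerizer and 100% = rapamycin at 8.4 µM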
FXIa inh = human FXIa protease inhibitors, primary screen, biochemical, 1536-well. Coagulation factor XI (Homo sapiens), P03951. purified FXIa, Boc-Glu-Ala-Arg-AMC fluorogenic substrate. inhibition, % at 5 µM. 0.14% of 220,000 active. AID 798, 2007;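 active = inhibition of at least 40%; inactive = inhibition below 40%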;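 note: fluorescence of freed AMC excited at 355 nm; 0% = enzyme without compound and 100% = no enzyme blank; many of its hits are not listed in these tables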
KLK5 inh = human KLK5 protease inhibitors, primary screen, biochemical, 1536-well; Kallikrein-5 (Homo sapiens), Q9Y337; recombinant hK5, fluorogenic AMC substrate cleavage; inhibition, % at 5 µM; 0.59% of 210,000 active;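 active = inhibition of 40% or more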;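 note: 0% = enzyme controls without compound and 100% = no-enzyme blanks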
Furin inhibitor = human furin inhibitors, primary screen, biochemical, fluorescence intensity; purified furin, fluorogenic substrate cleavage; inhibition, % at 30 µM; 0.061% of 220,000 active; in the data active = inhibition above about 25%; note: inactives centre near -15
Calpain2 inh = inhibitors of pig calpain II, primary screen, biochemical, fluorogenic peptide substrate, 1536-well; purified calpain II, 30 min; inhibition, % at 16 µM; 0.37% of 220,000 active; AID 1236, 2008;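 active = inhibition above about 50%, limit read from the data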
An asterisk follows results filed as active; i = inactive; x = no result given; [ ] = dose if it differs, or a comment. This is a subset; rates above refer to the full screens.

Preview (2 entries):
entry	canonical_smiles	thrombin 1536	KLK5 inh	FXIIa inh	Furin inhibitor	PERK inh	Calpain2 inh	KCC2 mod	Rad51 HR inh	FXIa inh
1	Cc1ccc(C(=O)CCC2CCCCC2=O)cc1 (stereo unspecified)	-2	2	1	-17[20 µM]	1.7	-16	x	5	-4
2	CCCc1cc(=O)n2[nH]c(SCc3ccccc3)nc2n1	0	-1	15	-23	0.5	-4	-1.5	-5	0

The listing (from the top)
entry	canonical_smiles	thrombin 1536	KLK5 inh	FXIIa inh	Furin inhibitor	PERK inh	Calpain2 inh	KCC2 mod	Rad51 HR inh	FXIa inh
1	Cc1ccc(C(=O)CCC2CCCCC2=O)cc1 (stereo unspecified)	-2	2	1	-17[20 µM]	1.7	-16	x	5	-4
2	CCCc1cc(=O)n2[nH]c(SCc3ccccc3)nc2n1	0	-1	15	-23	0.5	-4	-1.5	-5	0
3	CCSc1cc(C)nc2c(-c3ccc(Cl)cc3)c(C)nn12	1	-7	28	-15[20 µM]	-0.6	i	x	6	19
4	Cn1cccc1CC(=O)N/N=C/c1ccc(C(C)(C)C)cc1	-2	3	4	-27	1.0	-3	0.027	16	8
5	COc1cc(/C=C/C(=O)O)cc(S(=O)(=O)NCCCO)c1OC	-1	-10	18	-16[20 µM]	1.8	-3	-0.045	8	-2
6	O=C(OCc1cn(Cc2ccccc2)nn1)c1ccccc1	-6	0	1	-24	x	7	-2.4	-2	-2
7	Cc1c(O)ccc2c(=O)c(-c3nncn3-c3ccccc3)coc12	2	3	9	-23	0.9	8	-0.63	-5	0
8	Cc1ccc(C(=O)C[n+]2ccc(-c3nnc4n3CCC4)cc2)cc1	-7	-8	12	-16	0.8	-11	0.57	-4	6
9	O=C(O)C1CCCN(S(=O)(=O)c2ccc(Br)s2)C1 (stereo unspecified)	-20	1	12	-23	0.3	-9	1	-6	-7
10	Cc1cccc(CSc2nnc(-c3ccco3)n2C)c1	-6	-27	-3	-30	-0.4	-11	-0.84	-8	-6
11	CN(C)C(=O)c1cn(-c2ccccc2)c(=O)c2ccccc12	1	-4	13	-6	0.0	13	0.086	-4	1
12	CN(C)CCCN(CCCN(C)C)C(=S)Nc1ccc(S(=O)(=O)N2CCOCC2)cc1	-7	4	8	-4	0.1	6	-1.5	x	1
13	O=C(O)c1ccc(C[n+]2c(-c3ccccc3)csc2Nc2ccccc2)cc1	-5	-11	7	-22	0.5	-2	-3.6*	7	7
14	COC(=O)Cc1csc(Nc2ccc(F)c(Cl)c2)n1	-7	0	8	-19	1.0	-16	-0.87	1	-3
15	CS(=O)(=O)N(Cc1ccccc1)c1ccc(C(=O)N2CCN(c3cccc(Cl)c3)CC2)cc1	-2	3	10	-6[20 µM]	-2.0	13	-1.8	-2	-1
16	CCOC(=O)CON1C(=O)C(=O)N(OCC(=O)OCC)[C@H]2CCCC[C@H]21	0	-2	5	-23	1.0	7	-0.2	22	-1
17	CCOc1cc(C(=O)OCC(=O)Nc2cccc(C)c2)ccc1OCC(=O)N1CCOCC1	-4	-2	-1	-28	0.9	6	-0.96	3	0
18	Brc1cccc(CNCCCN2CCOCC2)c1	3	-4	8	-22	1.8	-3	0.075	29	1
19	Cc1ccccc1-c1nc(CS(=O)(=O)CC(=O)N2CCc3ccccc3C2)c(C)o1	0	-8	18	-13	-0.3	16	-4*	-1	8
20	CC(C)[C@H](NC(=O)c1ccccc1)C(=O)OCC(=O)c1ccccc1F	-7	-3	7	-12	0.5	19	0.38	6	-7
21	CCN(CC)S(=O)(=O)c1ccc(Cl)c(NC(=O)CSc2cccc[n+]2[O-])c1	-14	-6	-1	-7	-0.2	-12	x	-3	-8
22	Cc1c(C=C2C(=O)c3ccccc3C2=O)cc(C#N)n1C	-13	-4	-2	-9	0.6	-19	0.16	x	-4
23	CC(C)N(CC(N)=O)C(=O)c1sc2cc(F)ccc2c1Cl	x	1	6	-10	0.8	-8	-0.044	7	3
24	Cc1ccccc1NC(=O)/C(=C/c1ccco1)c1ccccc1	5	-1	26	-10[20 µM]	0.5	14	-0.64	5	14
25	Cc1oncc1-c1cn2ccccc2n1	-1	-11	1	-22[20 µM]	0.1	-86	x	6	-3
26	Cn1cnnc1SCc1nnc(-c2ccccc2Br)o1	1	-2	4	-3	0.6	-25	0.66	6	-8
27	COc1ccc(C)cc1NC(=O)C(Sc1nnc(-c2cccs2)o1)c1ccccc1 (stereo unspecified)	-3	-14	13	-14	-0.3	-17	3	0	5
28	Cc1cccc(NCc2ccccc2O)c1	7	-1	21	-6[20 µM]	-0.1	21	0.38	-3	14
29	CCCCN(C(=O)Cn1nnc2ccccc21)C(C(=O)NCc1ccco1)c1ccncc1 (stereo unspecified)	-2	5	12	-22	-0.4	-22	x	8	8
30	O=C(CSc1nc(SCC(=O)NCc2ccccc2)n(-c2ccccc2)n1)NCc1ccccc1	2	-10	20	-16[20 µM]	-2.3	12	x	-15	0
31	CCOC(=O)Cc1c[nH]c(=S)[nH]c1=O	-5	0	3	-27	1.1	7	0.41	7	-5
32	CCN(C(=O)CN1CCN(C)CC1)c1cccc2ccccc12	-1	-30	11	-10	-0.8	-55	x	8	7
33	CCOC(=O)c1cc(CO)cc(C(=O)OCC)c1	3	-5	7	-14	0.0	-11	-0.58	-8	-1
34	COc1ccc(N2CCN(C(=O)c3ccc(NS(=O)(=O)c4ccc(F)cc4)cc3)CC2)cc1	-7	3	0	-1	-1.2	-95	x	-8	-1
35	COCCNC(=O)/C(C#N)=C/c1ccc(O)c([N+](=O)[O-])c1	3	2	3	0	0.0	20	-0.4	-32	-3
36	CCC(C)NC(=O)c1cc(OC)c(OC)c(OC)c1 (stereo unspecified)	-14	-3	-4	-19	0.8	-18	1.4	-4	-8
37	O=C(C1=C(O)C(=O)N(Cc2ccccc2)C1c1ccco1)c1ccco1 (stereo unspecified)	3	-15	-1	0	1.1	-34	-1.3	-11	-8
38	Cc1cccc(C)c1NC(=S)N(Cc1cccnc1)Cc1ccccc1Cl	-9	4	-1	-14	-0.1	-11	-1.1	1	-4
39	COc1ccc(/C=N/n2c(-c3ccc(C)cc3)n[nH]c2=S)cc1OC	-3	4	14	-21	0.1	5	-0.59	x	4
40	CCCCCCCC(=O)N/N=C/c1ccc(Br)cc1	-7	-8	21	-5[20 µM]	1.1	-37	0.31	3	3
41	c1nc2sc3c(c2c2nnnn12)CCC3	1	-23	-12	-15	0.8	-202	-1.7	7	-7
42	N#CC1=C(N)NC(SCC(=O)Nc2ccccc2)=C(C#N)C12CCCC2	-3	2	-5	-15	0.6	1	-1.4	11	-7
43	COc1cccc(S(=O)(=O)Nc2ccc(C(=O)N3CCN(C(=O)c4ccco4)CC3)cc2)c1	0	-10	15	-15[20 µM]	-0.1	-9	0.27	-3	4
44	COc1ccc(-c2[nH]ncc2/C=N\NC(=O)c2ccc(C(C)(C)C)cc2)cc1OC	-8	-13	-6	-15	-0.3	-59	-0.63	3	-6
45	CN(C)/C=C(\C=N\OCc1ccc(Cl)cc1Cl)C(=O)Nc1ccc(Cl)c(Cl)c1	-6	-7	-19	-17[20 µM]	1.9	19	x	3	-10
46	C[C@H](NC(=O)c1nc[nH]c1C(=O)N1CCc2ccccc2C1)C(=O)OCc1ccccc1	-1	2	5	-21	x	6	-1.7	-6	1
47	c1csc(Cc2nn3c(-c4n[nH]c5c4CCC5)nnc3s2)c1	-2	-4	-3	-13	-1.4	-106	-1.5	0	0
48	CCC(C)[C@H](NC(=O)NCc1ccccc1Cl)C(=O)O (stereo partly specified)	4	-23	21	-19	1.4	-39	0.65	6	10
49	Cc1ccc(N2C(=O)c3n[nH]c(C)c3C2c2ccco2)cc1 (stereo unspecified)	0	-39	-4	-20[20 µM]	0.7	-29	-2.1	2	-1
50	NCCOc1ccccc1-c1ccccc1	-3	-9	0	-20	1.6	1	0.93	-8	-9

Reformatted with one line to a screen: part of the list above.
[48] CCC(C)[C@H](NC(=O)NCc1ccccc1Cl)C(=O)O (stereo partly specified)
[42] N#CC1=C(N)NC(SCC(=O)Nc2ccccc2)=C(C#N)C12CCCC2
[45] CN(C)/C=C(\C=N\OCc1ccc(Cl)cc1Cl)C(=O)Nc1ccc(Cl)c(Cl)c1
[49] Cc1ccc(N2C(=O)c3n[nH]c(C)c3C2c2ccco2)cc1 (stereo unspecified)
[46] C[C@H](NC(=O)c1nc[nH]c1C(=O)N1CCc2ccccc2C1)C(=O)OCc1ccccc1
[41] c1nc2sc3c(c2c2nnnn12)CCC3
[50] NCCOc1ccccc1-c1ccccc1

assay / compound	48	42	45	49	46	41	50
thrombin 1536	4	-3	-6	0	-1	1	-3
KLK5 inh	-23	2	-7	-39	2	-23	-9
FXIIa inh	21	-5	-19	-4	5	-12	0
Furin inhibitor	-19	-15	-17[20 µM]	-20[20 µM]	-21	-15	-20
PERK inh	1.4	0.6	1.9	0.7	x	0.8	1.6
Calpain2 inh	-39	1	19	-29	6	-202	1
KCC2 mod	0.65	-1.4	x	-2.1	-1.7	-1.7	0.93
Rad51 HR inh	6	11	3	2	-6	7	-8
FXIa inh	10	-7	-10	-1	1	-7	-9
